Bioassay records (PubChem)
S3 lipid droplet: qHTS Assay for Lipid Storage Modulators in Drosophila S3 Cells | 320,000 tested, 0.64% active | Drosophila S3 cells, BODIPY lipid droplet fluorescence, 18-24 h; cells fed with added oleic acid | lipid storage change, negative = inhibition, % at the top dose, mostly 46.1 µM; hits show Potency in µM; active means well fitted inhibition curve with a large enough effect in the signal ratio, with a control signal flat, not every such curve was filed as active; inconclusive means small, poorly fitted or top-dose-only effect, or effect the other way, or a change in a side signal; the % refers to the signal ratio
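Drosophila S3 cells loaded with oleic acid (400 uM, as added) and compounds at several concentrations; lipid droplets imaged by 488-nm laser-scanning cytometry, 500–530 nm intensity and object ratio to cell channel. Percent activity normalized to 20 uM Triacsin C.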
S3 lipid droplet cell count max: further read-out of S3 lipid droplet, marked with its call; cell number change, %; measured here: cell count max response;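 cells counted by Cell Tracker Red CMTPX staining in the red channel; peak over a dose series mostly up to 46.1 µM; percent activity relative to internal control wells on each plate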
Active calls of the source: *; i = inactive; ? = inconclusive; · = no result given. On the % scale 0 is the no-effect control and ±100 the full control effect; potency means the concentration at half of the fitted maximal effect. The list is partial (hit frequency here may not be typical).

no.	molecule	S3 lipid droplet	S3 lipid droplet cell count max
1	O=C(OCc1cc2ccccc2[nH]c1=O)c1cccc([N+](=O)[O-])c1	-13%	-17
2	Cc1ccc(S(=O)(=O)N2CCC(C(=O)NCCC3=CCCCC3)CC2)c(C)c1	i	-9
3	CCOC(=O)NC1(NCC(C)C)Oc2ccccc2O1	?	·
4	Cc1ccc(NC(=O)C(=O)NC2CCCCC2)cc1	?	·
5	CSc1nnc(-c2ccccc2Cl)o1	?	·
6	O=C(Nc1cccc(Br)c1)c1ccc2nc(N3C(=O)CCC3=O)sc2c1	-3%	25
7	CCOC(=O)N1CCN(C(=O)COc2ccc(S(=O)(=O)NCC(C)C)cc2C)CC1	?	·
8	COc1cccc(N2C(=O)Nc3ccc(Br)cc3C2(O)C(=O)NCCCN(C)C)c1 (centres undefined)	-3%	-10
9	CN(C)/C=C1\C(=O)NN=C1c1ccccc1	i	·
10	CCOc1ccc(NC(=S)NNC(=S)Nc2cccc(C(F)(F)F)c2)cc1	?	·
11	CSCC[C@H](N)C(=O)N1CCC(C(=O)N[C@H](C(=O)NCc2ccccc2F)C(C)C)CC1	?	·
12	CCC(C)NC(=O)COC(=O)Cc1sc(N)nc1-c1ccc(C)cc1 (centres undefined)	28%	·
13	COc1ccc2c(c1)nc1n2CN(CC2CCCO2)CN1Cc1ccccc1 (centres undefined)	?	·
14	O=C(NC1CC2CCCC(C1)N2C(=O)N1CCCCC1)C1CCCCC1 (centres undefined)	?	·
15	Nc1cnn(C2OC(CO)C(O)C2O)c(=O)n1 (centres undefined)	-1%	0
16	CCn1cc(S(=O)(=O)NCc2ccccc2Br)cn1	?	·
17	COc1ccccc1N1CCN(C(=O)NCc2ccc(Cl)cc2)CC1	?	·
18	Cc1cc(CNC(=O)Cn2nc(C)c([N+](=O)[O-])c2C)c2ccccc2n1	?	·
19	Cc1ccc(S(=O)(=O)N2CCCC2)cc1C(=O)NCCOc1ccccc1	?	·
20	COc1ccc(C(C(=O)NCc2ccccc2)N(Cc2cccnc2)C(=O)c2snc(C(N)=O)c2N)cc1OC (centres undefined)	i	5
21	COc1ccc(/C=C(/NC(=O)c2ccccc2)C(=O)N2CCC(C)CC2)cc1	?	·
22	CCOC(=O)N1CCC(N2Cc3cccc(C(=O)Nc4ccc(N(CC)CC)cc4C)c3C2=O)CC1	?	·
23	Cc1oc(-c2cccs2)nc1CN1CCN(C2CCCC2)C(CCO)C1 (centres undefined)	3%	12
24	COc1ccc(S(=O)(=O)NC(CC(=O)NCc2ccccc2OC)c2ccco2)cc1 (centres undefined)	i	·
25	COc1cccc(CC2CC(=O)N(c3ccc4c(C)cc(=O)oc4c3)C2=O)c1 (centres undefined)	1%	-7
26	CCOC(=O)c1c(NC(=O)CN2C(=O)c3ccccc3C2=O)sc(Cc2ccc3c(c2)OCO3)c1C	?	·
27	COc1cccc(-c2ccc(C#N)c(OC(=O)c3ccc(Cl)cc3)n2)c1	i	-2
28	COCCSc1nnc(NC(=O)C2CCCO2)s1 (centres undefined)	?	·
29	Cc1noc(NC(=O)c2ccc(Cl)cc2)c1Cl	i	-19
30	CCOc1ncccc1C(=O)Nc1ccc(S(=O)(=O)Nc2nc(C)cc(C)n2)cc1	?	·
31	C/C(N)=C(/C#N)C(=O)CSc1cc(C)c2cc(C)cc(C)c2n1	?	·
32	O=C1C=C(NCc2ccc(Cl)cc2)CC(c2ccco2)C1 (centres undefined)	-8%	8
33	C/C(=N\NC(=O)CSc1nc2ccccc2c(=O)n1-c1ccccc1C)c1cccs1	?	·
34	Cc1c(C#N)c2ccccc2n1CC(=O)NCc1cccnc1	?	·
35	Nc1cc(S(=O)(=O)N2CCOCC2)ccc1Oc1ccc(F)cc1	?	·
36	Cc1ccc(C)c(-c2nnc(NC(=O)COc3ccccc3)o2)c1	?	·
37	CC(=O)/C=C(\C)Nc1c(C)n(C)n(-c2ccccc2)c1=O	?	·
38	Cc1cc(OCc2cccc(Cl)c2)c(C)cc1CN1CCOCC1	?	·
39	COc1ccc(C(C(=O)NC2CCCCC2)N(CC2CCCO2)C(=O)CNC(=O)c2ccco2)cc1 (centres undefined)	?	·
40	Cc1ccc(C)c(-n2c(-c3csc(C)c3C)n[nH]c2=S)c1	?	·
41	CCN(CC(=O)N1CCCCC1)S(=O)(=O)c1ccccc1	1%	7
42	CC1=CC(c2ccccc2)NC(=S)N1 (centres undefined)	?	·
43	CC1Cc2ccccc2N1C(=O)CSc1nnc2sc3ccccc3n12 (centres undefined)	?	·
44	CC1CCC/C(=N\NC(=O)Nc2ccccc2)C1 (centres undefined)	9%	2
45	CC(=O)Nc1ccc(OC(=O)c2cc3cc(Br)ccc3oc2=O)cc1	6%	15
46	CC1=Nn2c(nnc2-c2cccs2)SC1	?	·
47	CCc1ccc(OCC(O)CN2CCCC2)cc1 (centres undefined)	-1%	6
48	COc1ccc(OC)c(NC(=O)CSc2ccccc2)c1	?	·
49	COc1ccc(C2C(C(N)=O)=C(C)Nc3nc(-c4ccccc4OC)nn32)cc1OC (centres undefined)	?	·
50	COCC1CCCN(Cc2nc(-c3ccc4c(c3)OCO4)no2)C1 (centres undefined)	?	·
51	OC1(c2ccc3c(c2)OCO3)CCN(Cc2ccc(F)cc2)CC1	-5%	-4
52	COc1ccc(NC(=O)c2sc(Cl)nc2-c2ccccc2)cc1	?	·
53	c1ccc(Nc2nc(Nc3ccccc3)nc(N3CCNCC3)n2)cc1	?	·
54	COc1ccc(NC(=S)NNC(=O)Cn2nc([N+](=O)[O-])cc2C)cc1	2%	-4
55	CCC1CCCCN1C(=S)Nc1ccc(SC(F)F)cc1 (centres undefined)	-1%	-20
56	COc1ccc(OC)c(/C=C/C(=O)OCC(=O)Nc2cccc(Oc3ccccc3)c2)c1	10%	9
57	COc1ccc(-c2cccc(NC(=O)c3ccco3)c2)nn1	?	·
58	Cc1ccc(C)c(N(CC(=O)N2CCCCCC2)S(C)(=O)=O)c1	?	·
59	CCc1nnc(NS(=O)(=O)c2ccc(N)cc2)s1	?	·
60	Cc1cccc(NC(=O)COc2ccccc2C(=O)NC(C)c2ccccc2)c1 (centres undefined)	?	·

Next part
no.	molecule	S3 lipid droplet	S3 lipid droplet cell count max
61	COC(=O)Nc1ccc(S(=O)(=O)N2CCCCCC2)cc1	-1%	-15
62	CCCc1cc(=O)oc2c3c(c(Cl)cc12)OCN(CCCO)C3	?	·
63	Cc1ccc(C(C)(C)NC(=O)C2CCC(=O)N(Cc3ccccc3F)C2)cc1 (centres undefined)	-13%	18
64	Clc1cccc(Cl)c1/C=N/Nc1c(Cl)cncc1Cl	?	·
65	COc1cccc(C(=O)c2ncc(C(F)(F)F)cc2Cl)c1	?	·
66	O=C1Nc2ccc(Br)cc2C1=Nc1cccnc1	21%	12
67	Cc1cc(N2CCN(C)CC2)nc(-c2ccccc2O)n1	5%	4
68	Cc1ccc(C(c2nnnn2CS(=O)(=O)c2ccc(C)cc2)N2CCN(c3ncccn3)CC2)cc1 (centres undefined)	10%	6
69	CC(/C=N/Nc1nc(N2CCCCC2)nc(N2CCCCC2)n1)=C\c1ccccc1	?	·
70	CCc1cccc(NC(=O)C2CCCN(c3ncnc4c3nc3n4CCCCC3)C2)c1 (centres undefined)	?	·
71	O=C(Cc1ccccc1)Nc1ccnn1C1CCN(Cc2nccs2)CC1	i	·
72	C#CC(=O)N(c1ccc(OC)cc1OC)C(C(=O)NC1CCCC1)c1cccs1 (centres undefined)	?	·

By substructure: those above containing a nitro group on carbon
no.	molecule	S3 lipid droplet	S3 lipid droplet cell count max
1	O=C(OCc1cc2ccccc2[nH]c1=O)c1cccc([N+](=O)[O-])c1	-13%	-17
18	Cc1cc(CNC(=O)Cn2nc(C)c([N+](=O)[O-])c2C)c2ccccc2n1	?	·
54	COc1ccc(NC(=S)NNC(=O)Cn2nc([N+](=O)[O-])cc2C)cc1	2%	-4

Additional results.
no.	molecule	S3 lipid droplet	S3 lipid droplet cell count max
73	C=CCN1C(=O)C(CC(=O)O)SC1=Nc1ccc(C)cc1 (centres undefined)	?	·
74	CCCc1cc(=O)oc2cc(C)cc(OC(C)C(=O)NCc3cccnc3)c12 (centres undefined)	?	·
75	COc1ccc(S(=O)(=O)NCc2cccs2)cc1	?	·
76	Cc1nn(Cc2cccc(F)c2)c(C)c1NC(=O)c1c([N+](=O)[O-])c(C)nn1C	?	·
77	COC(=O)CCCNC(=O)c1ccccn1	?	·
78	Oc1ccccc1/C=N/Nc1ncc(Br)cn1	?	·
79	CCOc1ccccc1NC(=O)c1cc(Cl)ccc1NC(=O)c1ccco1	?	·
80	Cc1ccc(CCNC(=O)c2coc3nc4ccccc4nc23)cc1	?	·
81	CNC(=S)NNC(=O)c1ccccc1Br	?	·
82	CN(C(=O)CN1C(=O)NC(C)(c2cccc(Br)c2)C1=O)C1CCCCC1 (centres undefined)	-20%	-8
83	CCN=c1scc(C)n1/N=C/c1cc(Br)c(O)c(Br)c1	?	·
84	O=C(NN=C1CCCCCC1)C(=O)Nc1cccc(Br)c1	11%	3
85	CCN1CCCn2c1nc1c2c(=O)n(C)c(=O)n1C	?	·
86	O=C(NCc1cccnc1)c1cnc2sccn2c1=O	i	·
87	CCOc1ccc(-n2cnnn2)cc1S(=O)(=O)NCc1ccccc1	?	·
88	COc1ccccc1-c1nnc(N)s1	13%	-1
89	Cc1cc(-n2[nH]c(C)c(C)c2=O)nc(-c2ccccc2O)n1	?	·
90	Cc1nn(C)c(C(=O)NNC(=O)Nc2cccc(C(F)(F)F)c2)c1Cl	-3%	-12
91	CCc1nc(C)cn1S(=O)(=O)c1ccc(Br)cc1	?	·
92	Cc1ccc(-n2nnc3c(=O)n(Cc4ccccn4)cnc32)cc1C	?	·
93	CCCN(CCC)CCNS(=O)(=O)c1ccc2c(c1)oc(=O)n2C	?	·
94	CNC(=S)N/N=C/c1cn(Cc2c(F)cccc2Cl)c2ccccc12	?	·
95	COc1ccc(OC)c(N(C(=O)c2ccco2)C(C(=O)NC2CCCC2)c2cc(OC)c(OC)c(OC)c2)c1 (centres undefined)	?	·
96	NC(=O)C1CCN(c2oc(-c3ccc(F)cc3)nc2S(=O)(=O)c2ccccc2)CC1	?	·

An excerpt from above in order of number of heavy atoms, high to low.
no.	molecule	S3 lipid droplet	S3 lipid droplet cell count max
90	Cc1nn(C)c(C(=O)NNC(=O)Nc2cccc(C(F)(F)F)c2)c1Cl	-3%	-12
89	Cc1cc(-n2[nH]c(C)c(C)c2=O)nc(-c2ccccc2O)n1	?	·
88	COc1ccccc1-c1nnc(N)s1	13%	-1

Structures from the list above containing a CF3 group, in the order listed:
no.	molecule	S3 lipid droplet	S3 lipid droplet cell count max
10	CCOc1ccc(NC(=S)NNC(=S)Nc2cccc(C(F)(F)F)c2)cc1	?	·
65	COc1cccc(C(=O)c2ncc(C(F)(F)F)cc2Cl)c1	?	·
90	Cc1nn(C)c(C(=O)NNC(=O)Nc2cccc(C(F)(F)F)c2)c1Cl	-3%	-12

Continued.
no.	molecule	S3 lipid droplet	S3 lipid droplet cell count max
97	COc1ccccc1N(CC(O)Cn1ccnc1C)S(=O)(=O)c1ccc(C)cc1 (centres undefined)	?	·
98	Brc1ccc(-c2nnc3n2CCCCC3)cc1	?	·
99	NC(=O)CSc1nc(-c2ccccc2)nc2c1CCCC2	?	·
100	NC(=O)CSc1nnc2sc3ccccc3n12	7%	1
101	COCCn1c(=S)[nH]c2cc(C(=O)N3CCN(c4ccc(F)cc4)CC3)ccc2c1=O	10%	-15
102	COc1cc(NS(=O)(=O)c2ccc(NC(=O)/C=C/c3cccc([N+](=O)[O-])c3)cc2)ncn1	4%	6
103	C/C(=N\NC(=S)NC(C)C)c1ccc(Cl)s1	?	·
104	COc1cccc(OCC(=O)Nc2ccc(OC)c(OC)c2)c1	?	·
105	COc1cc(OC)c(NC(=O)c2ccccc2F)cc1Cl	?	·
106	Oc1ccccc1C1=NCCNC(C(F)(F)F)=C1	-8%	0
107	Cc1ccc(CSCC(=O)N2CCOCC2)cc1	?	·
108	NC(=NCCc1ccccc1)c1cccc([N+](=O)[O-])c1	i	10
109	Cc1ccc(NC(=O)N2CCc3ccccc3C2)cc1	?	·
110	CC(C)c1cc(CNC(=O)C2CCC(=O)N(Cc3ccccc3F)C2)on1 (centres undefined)	i	8
111	CC12CC3(C)CC(C)(C1)CC(C(=O)NC(=S)N1CCOCC1)(C2)C3	0%	12
112	CCOc1ccc(/C=N/NC(=O)c2cc3c(OC)cccc3[nH]2)cc1	?	·
113	Cc1ccc2nc(Cc3ccc(N)cc3)[nH]c2c1	22%	0
114	OCC1(CC2CCCCO2)CCN(Cc2ccccc2-c2ccco2)CC1 (centres undefined)	-11%	-1
115	CCCCCOc1ccc(C(=O)Nc2ccc(N3CCOCC3)cc2N2CCOCC2)cc1	?	·
116	CCOC(=O)CSc1nnc(-c2ccccc2)c(-c2ccccc2)n1	0%	30
117	CN(C)CCCn1c(SCC(=O)Nc2sc3c(c2C#N)CCCC3)nnc1-c1ccncc1	?	·
118	Cc1cccc(NC(=O)NC2CCCCCCC2)c1	?	·
119	COc1ccc(-c2nc(NC(=O)c3n[nH]c(=O)c4ccccc34)sc2C)cc1	?	·
120	CCOC(=O)c1cn2nc(Oc3ccc(OC)cc3)ccc2n1	4%	3
121	CN1C(=O)c2ccc(C(=O)NCc3ccccc3)cc2C1=O	i	·
122	Cn1ccc(C(=O)OCC(=O)Nc2ccccc2Cl)n1	?	·
123	Cc1ccc(N(O)C(=O)NCCCCNC(=O)N(O)c2ccc(C)cc2)cc1	i	-13
124	CCC1C(=O)N=C(SCC(=O)Nc2ccc(C(=O)OC)cc2)NC1=O (centres undefined)	?	·
125	Cc1csc(NC(=O)CSc2nnc(-c3cccnc3)o2)n1	?	·
126	Cc1ccc(Sc2c(C#N)c(-c3ccccc3)nn2C)cc1	?	·
